Source: PubChem
pAkt inh – Akt phosphorylation inhibition; Neuro2A IGF-stimulated pAkt S473 HTRF, 20 min; stronger effect = lower value; activity change, % for hits at 50 µM; 0.32% of 360,000 active; in the data active = activity change below about -80%; inconclusive = mostly about -51% to -80%; also: % is scaled to controls: 0 for no effect and ±100 for the full control effect
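Single-point screen (50 µM final compound) in Neuro2A cells stimulated 20 min with 6 nM IGF at 37 deg C. After lysis, Ser473-phosphorylated Akt read by HTRF (ex 330 nm, em 615/665 nm) as the 665/615 ratio.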
Abeta yeast res – restores growth of yeast expressing A-beta42 peptide. yeast expressing A-beta42, growth rescue, OD600, 48 h; response scale: 0% DMSO, 100% iron-clioquinol control. Potency, µM (titrated, usually from 46.1 µM), inactives show top-dose growth rescue, usual class: activators. 0.063% of 410,000 active. AID 1347071; also: potency is read from the fitted curve at half-maximal effect; nearly all actives have a fitted effect of over 55% in size
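Growth rescue measured by 600 nm absorbance after 48 h yeast culture at 30 C with compound. Values normalized between DMSO and an equimolar ferric chloride plus clioquinol control.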
MmCpn inh – inhibitors of Methanococcus maripaludis chaperonin (MmCpn) | purified Mm-Cpn ATPase, ADP Transcreener TR-FRET | Potency, µM (top dose mostly 76.9 µM), for the others: top-dose activity, negative = inhibition, hits mostly inhibitors | 0.031% of 330,000 active | AID 504842; also: potency is read from the fitted curve at half-maximal effect; % is scaled to controls: 0 for no effect and ±100 for the full control effect; nearly all actives have a fitted effect of over 80% in size
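Purified archaeal chaperonin (25 nM final) was preincubated with compound for 10 min at 37°C, then ATP (10 uM final) was added for 30 min at 37°C in Tris pH 7.4/KCl/MgCl2/DTT buffer. ADP was quantified by HTRF Transcreener TR-FRET.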
A549 tox – counter-screen for Nrf2 inhibitors: cytotoxicity in A549 cells; A549 ARE-Fluc cells, CellTiter-Fluor viability, 18-24 h; Potency, µM (series often up to 46 µM), for the others: top-dose activity change, negative = cytotoxicity, actives largely listed as inhibitors; 0.16% of 390,000 active; also: potency is read from the fitted curve at half-maximal effect; % is scaled to controls: 0 for no effect and ±100 for the full control effect
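Cytotoxicity counterscreen: CellTiter-Fluor fluorescence was measured in A549 ARE_Fluc cells after 18-24 h of compound exposure in a concentration series. The subsequent BugLite luminescent read reports ARE-luciferase activity.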
TGFb inhibitor – inhibitors of TGF-b signaling; HepG2 CAGA-GFP TGF-b/SMAD3 reporter, GFP fluorescence, 18 h; TGF-beta stimulated, 500 pg/mL final; Potency, µM (titrated, usually from 46.1 µM), inactives show at the top dose activity, negative = inhibition, usual class: inhibitors; 1.2% of 410,000 active; also: potency is read from the fitted curve at half-maximal effect; % is scaled to controls: 0 for no effect and ±100 for the full control effect; nearly all actives have a fitted effect of over 65% in size
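TGF-beta reporter screen: HEPG2 CAGA-GFP, 1% FBS, 500 pg/mL TGF-beta final, 18 h; per-cell GFP summed per well; curves fitted and categorized by class.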
Nrf2 block – blocks Nrf2 signaling; 2.1% of 360,000 active; Potency, µM (highest dose often 46 µM), for inactives: at the top dose activity change, negative = inhibition, usual class: inhibitors; AID 504444; A549 ARE-Fluc reporter, luciferase luminescence, 18-24 h; also: potency is read from the fitted curve at half-maximal effect; % is scaled to controls: 0 for no effect and ±100 for the full control effect; nearly all actives have a fitted effect of over 60% in size
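Two sequential reads on A549 ARE_Fluc cells exposed to compound for 18-24 h: a CellTiter-Fluor fluorescence read for viability, then a luciferase luminescence read for Nrf2/ARE activity.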
Nrf2 activator – Nrf2 pathway activation | AREc32 ARE-luciferase reporter (MCF7-derived line), luminescence, 24 h | Potency, µM (highest dose often 46.1 µM), for inactives: at the top dose activation, hits mostly activators | 0.31% of 410,000 active; also: potency is read from the fitted curve at half-maximal effect; % of control where 0% means no effect; nearly all actives have a fitted effect of over 65% in size
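Reporter line AREc32 (ARE-Fluc), seeded overnight in OPTI-MEM with 5% FBS; compound pin-transferred, 24 hr at 37 deg C, 5% CO2; luminescent read-out.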
HepG2 viability – counter-screen for TGF-b inhibitors: cytotoxicity in HepG2 cells. HepG2 CAGA-GFP viability, ATP luminescence, 18 h. Potency, µM (top dose mostly 46.1 µM), inactives show at the top dose activity change, negative = cytotoxicity, hits mostly cytotoxic. 0.76% of 410,000 active; also: potency is read from the fitted curve at half-maximal effect; some results filed as inactive show a strong effect at the top dose
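HepG2 CAGA-GFP cells (1000/well, DMEM with 1% FBS) received compound, then TGF-beta at 500 pg/mL final, and were incubated 18 hours at 37 degrees C. Viability was read by CellTiter-Glo luminescence. Media-only wells were set as complete cell-killing and DMSO as no toxicity.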
CCT modulator – cytosolic chaperonin activity modulation. activity change, % (no concentration beside the values), hits read low. AID 651819. purified chaperonin ATPase assay, HTRF ADP detection, 30 min. 0.3% of 360,000 active; in the data active = activity change below about -30%; also: % is scaled to controls: 0 for no effect and ±100 for the full control effect
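ATPase activity: ADP formed was measured by HTRF Transcreener (665/615 nm ratio) after 30 min at 37 deg C with 10 uM ATP. Compounds screened at one 76 uM concentration against 40 or 20 nM TRiC in Tris pH 7.4/KCl/MgCl2/DTT buffer.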
* marks the source's active call; other numbers are inactive results; i = inactive; ? = inconclusive; · = no result given; [ ] = another dose, or the depositor's remark. Unless noted, calls follow the shape of the dose curve; as a rule, active = well fitted curve in the direction sought with a large enough effect; inconclusive = small, poorly fitted or top-dose-only effect, or another doubt; inactive = no such curve, though single readings can be large; an effect the other way counts as inactive or inconclusive.

The opening 4 compounds, ahead of the listing:
canonical_smiles,pAkt inh,Abeta yeast res,MmCpn inh,A549 tox,TGFb inhibitor,Nrf2 block,Nrf2 activator,HepG2 viability,CCT modulator
COC(=O)c1ccsc1NC(=O)c1ccccc1,i,-23%,-6%,-4%,-36%,5%,22%,-41%,-1.8
O=C(NCCCNCc1ccccc1)/C(=N\O)c1ccccc1,i,6%,1%,17%,-2%,10%,3.7%,-5%,-1.1
Cc1cc(N2CCOCC2)n2ncc(-c3ccc(Cl)cc3)c2n1,i,-2%,0%,4%,4%,?,7.9%,-15%,-1.1
CCS(=O)(=O)N1CCN(c2ccc(C(=O)NC3C4CC5CC(C4)CC3C5)cc2[N+](=O)[O-])CC1 (stereo unspecified),i,-15%,3%,-3%,4%,?,-0.7%,8%,-1.3

The listing, from the first entry:
canonical_smiles,pAkt inh,Abeta yeast res,MmCpn inh,A549 tox,TGFb inhibitor,Nrf2 block,Nrf2 activator,HepG2 viability,CCT modulator
COC(=O)c1ccsc1NC(=O)c1ccccc1,i,-23%,-6%,-4%,-36%,5%,22%,-41%,-1.8
O=C(NCCCNCc1ccccc1)/C(=N\O)c1ccccc1,i,6%,1%,17%,-2%,10%,3.7%,-5%,-1.1
Cc1cc(N2CCOCC2)n2ncc(-c3ccc(Cl)cc3)c2n1,i,-2%,0%,4%,4%,?,7.9%,-15%,-1.1
CCS(=O)(=O)N1CCN(c2ccc(C(=O)NC3C4CC5CC(C4)CC3C5)cc2[N+](=O)[O-])CC1 (stereo unspecified),i,-15%,3%,-3%,4%,?,-0.7%,8%,-1.3
O=C(O)/C=C/C(=O)NC1CCCCC1,i,12%,2%,2%,19%,-8%,-0.8%,22%,-2.8
COc1cc(C(=O)Nc2ccc(NC(=O)c3ccccc3)nc2)cc(OC)c1OC,i,11%,-1%,-3%,?,?,3.1%,2%,0.9
O=C(NCCc1ccccc1F)C1CCCN1S(=O)(=O)c1ccc2ccccc2c1 (stereo unspecified),i,-10%,2%,-4%,-3%,?,-0.6%,-16%,-2.5
O=C(NCCSCc1ccccc1)C1CCN(S(=O)(=O)Cc2ccccc2)CC1,·,-6%,·,5%,?,?,2.5%,-31%,·
CCc1ccccc1NC(=O)c1cc(S(=O)(=O)N(C)C)ccc1N1CCCC1,i,3%,-3%,0%,-19%,8%,0.1%,-3%,2.1
COC(=O)C1=C(C)Nc2nnnn2C1c1cccnc1 (stereo unspecified),i,20%,-1%,12%,32%[activator],·,0.2%,5%,-3.4
COC(=O)C(CCCCN1C(=O)C2C3C=CC(C3)C2C1=O)N1C(=O)C2C3C=CC(C3)C2C1=O (stereo unspecified),i,-14%,0%,-5%,-8%,13%,-0.1%,-3%,-0.7
Cc1cc(=O)oc2c(C)c(OCC(=O)Nc3cccnc3)ccc12,i,-12%,1%,-4%,-16%,4%,1.8%,-48%,0.3
O=C(COC(=O)c1ccc(Br)o1)NCCNC(=O)COC(=O)c1ccc(Br)o1,i,-8%,1%,-6%,11%,-5%,0.0%,10%,-2.2
CC1=NN(c2ccccc2)C(=O)/C1=C/c1c(O)n(-c2ccc(F)c(Cl)c2)[nH]c1=O,i,0%,0%,?,-20%,-4%,9.3%,-42%,3.0
O=C(NCc1cccnc1)C(=O)NCC(c1cccnc1)N1CCN(c2ccccc2F)CC1 (stereo unspecified),·,-10%,·,11%,2%,?,2.6%,0%,·
CCOC(=O)c1ccccc1N/C=C/C(=O)c1ccccc1,i,11%,·,-1%,4%,?,10µM*,-1%,-0.4
CC(C)OC(=O)C1=C2SCC(=O)N2C(N)=C(C#N)C1,i,0%,3%,-3%,-2%,17%,-0.3%,9%,-1.4
CCCNC(=O)N(C)C[C@@H]1Oc2cc(C#C[C@H](C)O)ccc2S(=O)(=O)N([C@H](C)CO)C[C@H]1C,i,-6%,·,·,-2%,·,0.1%,-11%,0.4
COC(=O)CSc1nnc2n(-c3ccccc3)c(=O)c3c4c(sc3n12)COC(C(C)C)C4 (stereo unspecified),·,-19%,·,2%,17%,17%,-0.6%,-6%,·
CCCN(CCC)C(=O)Cn1c(=O)c2ccccc2n2c(=S)sc(-c3ccccc3C)c12,i,15%,2%,-1%,-12%,12%,-0.5%,-2%,0.5
COc1ccc2oc(=O)c(C(=O)N3CCCc4ccccc43)cc2c1,i,17%,0%,-9%,-2%,?,0.2%,1%,0.9
O=C(NCCCn1ccnc1)C(Cc1ccccc1)N1C(=O)c2ccccc2C1=O (stereo unspecified),i,1%,2%,-1%,2%,0%,-0.1%,-24%,-2.2
O=C(c1ccccc1)N1CCN(CCc2ccccc2)CC1,i,5%,4%,6%,2%,-16%,0.3%,14%,-0.8
CNc1nc(-c2ccc3c(c2)CCN3C(=O)c2ccccc2F)c(C)s1,i,5%,-24%,2%,0%,-16%,-0.1%,-1%,1.7
O=S(=O)(NCc1ccccc1F)NCc1ccccc1F,i,8%,1%,2%,-1%,19%,0.7%,1%,-2.3
CC1CCN(C(=O)c2[nH]cnc2C(=O)NCc2ccc(CNC(=O)OC(C)(C)C)cc2)CC1,i,6%,-3%,0%,?,?,4.5%,-7%,0.6
c1ccc(-n2c(SCc3ccncc3)nnc2-c2ccco2)cc1,i,5%,-6%,0%,?,·,0.6%,-56%,-1.7
CCc1cc(C(=O)NC(C)c2ccccc2)no1 (stereo unspecified),·,-21%,·,-7%,-8%,0%,0.4%,8%,·
Cn1c(SCC(=O)Nc2ccc(Br)cn2)nnc1C1CC1,i,-3%,1%,0%,7%,15%,-0.7%,14%,-1.2
Cc1ccccc1OCc1nnc(SCC(=O)Nc2ccc(N3CCOCC3)c(Cl)c2)n1C,i,0%,-13%,9%,-5%,13%,4.1%,0%,0.3
CN(C)c1nc2n(c(=O)n1)CCS2,i,5%,1%,-4%,0%,0%,-0.7%,3%,-1.0
O=c1[nH]c(=O)n(Cc2ccccc2)c2c1C(C(F)(F)F)(C(F)(F)F)N=C(c1ccco1)N2,i,-3%,-3%,·,-15%,?,2.1%,-32%,-8.6
CCN(CC)c1ccc(NC(=O)CSc2nc(-c3cccs3)cc(C(F)(F)F)n2)cc1,·,14%,·,5%,6%,3%,-0.4%,-2%,·
Clc1cccc(Cl)c1Cn1nnc(-c2cccs2)n1,i,-7%,1%,-17%,-4%,2%,2.9%,6%,2.3
COc1ccc(CCNS(=O)(=O)c2csc(C(N)=O)c2)cc1OC,i,-17%,6%,3%,3%,2%,-0.6%,2%,-0.7
CC(SCC(=O)Nc1ccc(F)cc1)c1nc2ccccc2c(=O)[nH]1 (stereo unspecified),i,10%,0%,2%,26%,-20%,0.8%,-14%,-8.5
Nc1cccc(C#Cc2ccc3c(c2)C(=O)/C(=C/c2ccsc2)O3)c1,i,5%,-1%,-1%,?,-1%,10.0%,-2%,0.6
Cc1cccc(NC(=O)COC(=O)c2n[nH]c3ccccc23)c1C,i,3%,-6%,-2%,-4%,1%,9.0%,-23%,0.4
N#CCSc1nnc(COc2ccccc2)n1-c1ccccc1,i,4%,1%,-12%,-21%,-23%,-0.8%,-31%,-1.9
Cc1cccc(C)c1OCc1nnc(SCC(=O)NCc2ccccc2)o1,i,?,0%,-1%,0%,-6%,0.1%,-1%,-4.9
C[C@H]1CN([C@@H](C)CO)C(=O)CCCn2nncc2CO[C@@H]1CN(C)S(=O)(=O)c1cn(C)cn1,i,4%,·,·,21%,·,-0.2%,37%,1.1
Cc1cc(Br)ccc1NC(=O)C1CCN(C(=O)c2ccco2)CC1,i,-2%,-3%,-7%,-6%,-26%,2.0%,1%,-1.6
O=[N+]([O-])c1cccc(/C=N/Nc2nc(NCc3ccccc3)nc(N3CCOCC3)n2)c1,i,-3%,-2%,15%,-2%,1%,2.5%,6%,-10
CSCCC(NC(=O)c1ccc(Br)cc1)C(=O)O (stereo unspecified),i,10%,0%,-1%,21%,-9%,-0.1%,1%,-3.8
COC(=O)c1ccc(Nc2nc(C)nc3c2nnn3Cc2ccccc2)cc1,i,6%,2%,-1%,1%,11%,-0.3%,1%,-2.5
COc1ccccc1C(=O)NCCC(=O)N(C)CC(=O)Nc1c(Cl)cccc1Cl,i,12%,1%,-7%,5%,-4%,0.2%,-7%,-2.4
Cc1cc2nc(-c3cccc(NC(=O)COc4ccc(C(C)C)cc4)c3)oc2cc1C,·,0%,·,-2%,11%,?,6.1%,11%,·
CCOC(=O)N1CCC(NC(=O)c2cccc3c2C(=O)N(Cc2cccnc2)C3)CC1,i,14%,0%,-7%,-10%,3%,-1.9%,1%,-1.5
c1ccc(Cc2nnc3n2N=C(c2ccccc2)CS3)cc1,i,6%,3%,3%,-13%,-17%,0.1%,-20%,-4.0
CC(C(=O)NN=C(c1ccccc1)c1ccccc1)N1CCCC1 (stereo unspecified),i,-6%,?,0%,-28%,9%,-2.0%,4%,0.0

Full records as entered above. Values in the order: pAkt inh | Abeta yeast res | MmCpn inh | A549 tox | TGFb inhibitor | Nrf2 block | Nrf2 activator | HepG2 viability | CCT modulator
Results for `C[C@H]1CN([C@@H](C)CO)C(=O)CCCn2nncc2CO[C@@H]1CN(C)S(=O)(=O)c1cn(C)cn1` = i | 4% | · | · | 21% | · | -0.2% | 37% | 1.1
Results for `c1ccc(Cc2nnc3n2N=C(c2ccccc2)CS3)cc1` = i | 6% | 3% | 3% | -13% | -17% | 0.1% | -20% | -4.0
